Cycloheximide cs = Cycloheximide Counterscreen for Small Molecule Inhibitors of Shiga Toxin | 300,000 tested, 12% active | cell reporter, cycloheximide protein synthesis inhibition counterscreen | max response, %; in the data active = max response mostly above about 13%, no sharp cut-off; inactive = mostly below about 14%; also: read at 38.3 µM for the half of the compounds with a filed dose; 0% is about no effect
Pf growth 96h = Primary qHTS for delayed death inhibitors of the malarial parasite plastid, 96 hour incubation; P. falciparum luciferase reporter growth, 96 h; Potency, µM (series often up to 28.7 µM), inactives show top-dose activity change, negative = inhibition, hits mostly inhibitors; 320,000 tested, 6.9% active; also: potency is read from the fitted curve at half-maximal effect; % is scaled to controls: 0 for no effect and ±100 for the full control effect
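Parasite growth measured via integrated firefly luciferase reporter in P. falciparum. Infected erythrocytes at 2% hematocrit, 0.05% parasitemia final were treated 96 hours at 37 C under 5% CO2, and luminescence was read.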
Tb PYK inh = qHTS of Trypanosoma Brucei Inhibitors; pyruvate kinase (Trypanosoma brucei), Q57TT1; TbPYK enzyme, Kinase-Glo Plus ATP luminescence, 45 min; Potency, µM (series often up to 76.8 µM), for the others: at the top dose activity, negative = inhibition, actives largely listed as inhibitors; 410,000 tested, 0.12% active; AID 624173, 2012; also: potency is read from the fitted curve at half-maximal effect; % is scaled to controls: 0 for no effect and ±100 for the full control effect; nearly all actives have a fitted effect of over 50% in size
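TbPYK + substrate in 50 mM TEA pH 7.2, 100 mM KCl, 10 mM MgCl2, 0.05% BSA, 0.01% Tween-20; cpd pinned; ADP 130 uM final; 45 min RT; Kinase-Glo Plus 10 min; luminescence endpoint.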
Pf growth 48h = Primary qHTS for delayed death inhibitors of the malarial parasite plastid, 48 hour incubation. P. falciparum luciferase growth in erythrocytes, 48 h. Potency, µM (highest dose often 28.7 µM), without a hit: top-dose activity change, negative = inhibition, usual class: inhibitors. 310,000 tested, 5.9% active; also: potency is read from the fitted curve at half-maximal effect; % is scaled to controls: 0 for no effect and ±100 for the full control effect
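Parasite viability was followed by luminescence of a genomically integrated firefly luciferase. Cultures held 0.1% parasitemia at 2% hematocrit (final), incubated under 5% CO2 at 37 C.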
AMA1 RON2 block = qHTS for Inhibitors of AMA1-RON; Towards Development of Antimalarial Drug Lead: Primary Screen | Plasmodium falciparum AMA1 (3D7) - RON2 peptide interaction | Potency, µM (top dose mostly 58.2 µM), for the others: top-dose activity change, negative = inhibition, hits mostly inhibitors | 360,000 tested, 0.2% active | AID 720542, 2013 | AlphaScreen AMA1-biotinylated RON2 peptide binding;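 also: potency is read from the fitted curve at half-maximal effect; 0% = vehicle wells and -100% = peptide control; nearly all actives have a fitted effect of over 45% in size; some results filed as inactive show a strong effect at the top dose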
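AMA1 (3D7) with his tag at 25 nM final met compounds first, then biotinylated RON2 peptide at 25 nM; detection used donor plus acceptor beads, 10 µg/mL apiece, read by AlphaScreen after 30 min at room temperature.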
LmPK inh = qHTS Assay for Inhibitors of Leishmania Mexicana Pyruvate Kinase (LmPK); purified LmPK, Kinase-Glo ATP luminescence, 1 h; Potency, µM (series often up to 57.5 µM), for inactives: top-dose activity change, negative = inhibition, actives largely listed as inhibitors; 290,000 tested, 0.37% active; AID 1721, 2009; also: potency is read from the fitted curve at half-maximal effect; % is scaled to controls: 0 for no effect and ±100 for the full control effect
Target sequence (Q27686 whole entry, looked up): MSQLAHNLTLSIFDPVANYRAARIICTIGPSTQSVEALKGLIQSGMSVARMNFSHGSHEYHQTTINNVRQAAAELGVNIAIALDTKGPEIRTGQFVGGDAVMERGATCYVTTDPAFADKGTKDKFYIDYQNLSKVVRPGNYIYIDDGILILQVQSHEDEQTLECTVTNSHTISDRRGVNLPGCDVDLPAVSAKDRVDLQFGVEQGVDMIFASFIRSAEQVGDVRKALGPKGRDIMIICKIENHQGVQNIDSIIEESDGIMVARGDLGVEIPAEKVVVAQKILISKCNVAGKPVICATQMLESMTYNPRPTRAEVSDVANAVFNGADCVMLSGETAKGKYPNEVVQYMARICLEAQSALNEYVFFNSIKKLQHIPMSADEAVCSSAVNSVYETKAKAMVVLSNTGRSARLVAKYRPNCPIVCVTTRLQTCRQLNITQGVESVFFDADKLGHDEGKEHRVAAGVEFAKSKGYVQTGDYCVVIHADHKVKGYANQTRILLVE
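Purified LmPK (0.1 nM) converted ADP (0.1 mM) to ATP with PEP (0.5 mM) in imidazole buffer pH 7.2 with KCl and MgCl2, 1 h at room temperature. ATP was read by Kinase-Glo luminescence; data normalized to uninhibited and no-enzyme controls.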
Shiga toxin inh = A qHTS for Small Molecule Inhibitors of Shiga Toxin; 290,000 tested, 9.2% active; Vero cells, Shiga toxin protein synthesis inhibition reporter; inhibition, % at 38.7 µM; in the data active = inhibition mostly above about 28%, no sharp cut-off; inactive = mostly below about 43%; also: 0% is about no effect
Numbers without * were called inactive; ? = inconclusive; . = not tested or not shown; [ ] = dose if it differs, or a comment. Unless noted, calls follow the shape of the dose curve; as a rule, active = well fitted curve in the direction sought with a large enough effect; inconclusive = small, poorly fitted or top-dose-only effect, or another doubt; inactive = no such curve, though single readings can be large; an effect the other way counts as inactive or inconclusive. Hits appear at their usual frequency (roughly 21% active in at least one column).

#	mol	Cycloheximide cs	Pf growth 96h	Tb PYK inh	Pf growth 48h	AMA1 RON2 block	LmPK inh	Shiga toxin inh
1	CCN(CC)c1nc(-c2ccc(Cl)cc2)cc(C(F)(F)F)c1C#N	-7.6	63.6%[activator]	-4.9%	?	47.7%[activator]	-1.0%	-8.4
2	O=c1cc(CO)oc(CN2CCN(c3ccccc3)CC2)c1O	1.6	-11.1%	0.4%	26.9%	-16.6%	-3.3%	-10.2
3	C=CCN=C1CC(C)(C)CC(=O)/C1=C(\O)CCCN1C(=O)c2ccccc2C1=O	4.5	?	3.3%	9.9%	6.7%	4.6%	-6.8
4	Cc1ccc(Nc2nc(=O)c3cccnc3s2)cc1	26.1*	6.9%	10.8%	95.3%[activator]	3.5%	-5.3%	71.7*
5	Cc1ccc(C2C(C#N)=C(N)Oc3n[nH]c(-c4cccs4)c32)s1 (centres undefined)	0.2	?	-7.1%	-2.5%	-15.6%	2.3%	-4.9
6	COc1ccccc1CNC(=O)OCc1nccnc1C(=O)Nc1ccc(Br)cn1	12.3	1.7%	-4.1%	51.1%[activator]	4.7%	-1.8%	11.6
7	O=C(Oc1ccc(-c2cnc3ccccc3n2)cc1)c1cccc([N+](=O)[O-])c1	25.6*	31.1%[activator]	-10.3%	93.9%[activator]	-1.5%	-2.9%	41.4*
8	COc1ccc(C)cc1NC(=O)C1CCC(CNc2c(N3CCOCC3)c(=O)c2=O)CC1 (centres undefined)	-4.5	-23.7%	-1.2%	.	-0.5%	9.4%	-17.1
9	O=C(NC(=S)NC1CCS(=O)(=O)C1)c1ccccc1F (centres undefined)	-1.2	64.4%[activator]	6.6%	18.5%	1.6%	-6.4%	-28.0
10	N#Cc1ccccc1Oc1ccccc1C=O	-3.9	7.6%	0.5%	4.0%	-2.9%	-2.1%	-8.2
11	Nc1nc(N)c2c(n1)CCCC2	1.6	?	5.2%	?	-6.5%	4.9%	-6.2
12	N/C(=N\OC(=O)Nc1ccccc1)c1cccc(C(F)(F)F)c1	28.9*	?	-8.1%	?	7.7%	-3.0%	43.1*
13	CCOC(=O)N1CCN(CC(=O)NC(=O)Nc2ccc3c(c2)OCCO3)CC1	.	55.4%[activator]	-8.7%	-2.2%	15.1%	.	.
14	CSc1ccc(CN(C)C(=O)CNC(=O)c2ccc3c(c2)OCO3)cc1	.	8.28µM*	1.6%	4.15µM*	-6.1%	.	.
15	COc1ccc(/C=C(/C(=O)c2cccs2)N2C=CC=CC2=C(C#N)C#N)cc1	41.0*	56.7%[activator]	-22.0%	68.2%[activator]	-11.4%	-4.7%	46.8*
16	COc1ccc(C(C(=O)NC2CCCC2)N(C(=O)c2snc(-c3ccc(F)cc3)c2N)c2cccc(F)c2)cc1 (centres undefined)	-2.3	0.0%	0.3%	?	-0.9%	-3.2%	-3.2
17	Cc1cc(C)cc(NC(=S)N2CCC(NC(=O)c3ccc(F)cc3)CC2)c1	-2.0	?	5.7%	-25.3%	0.1%	0.4%	-5.4
18	COc1ccc(NC2CCCN(C(=O)c3cccc(C)n3)C2)cc1OC (centres undefined)	6.4	?	-1.4%	16.8%	-6.8%	1.6%	-2.3
19	COc1cccc(Nc2c(Nc3cccc(OC)c3)c(=O)c2=O)c1	-2.4	?	3.9%	?	8.2%	-1.2%	3.1
20	COc1ccc(-c2cn3cc(C)ccc3n2)cc1F	15.6*	?	6.0%	61.7%[activator]	-2.2%	-26.7%	15.3
21	CCOC(=O)CC(=O)NC(CC(=O)OC)c1ccc(C(C)C)cc1 (centres undefined)	-6.3	57.1%[activator]	0.6%	?	-1.4%	-0.3%	20.6
22	O=Nc1c(O)n(Cc2ccc(Cl)cc2)c2ccccc12	-1.1	?	1.4%	13.1µM*	-17.8%	3.0%	-4.4
23	CC(=O)OCC(=O)[C@@]12OC3(CCCC3)O[C@@H]1C[C@H]1[C@@H]3CCC4=CC(=O)C=C[C@]4(C)[C@@]3(F)[C@@H](O)C[C@@]12C	-2.5	10.4µM*	-4.7%	11.7µM*	-0.6%	3.8%	-10.4
24	COC(=O)c1ccccc1N=Nc1c(N)n[nH]c1N	0.6	-2.0%	0.4%	-4.0%	27.0%	5.3%	-4.8
25	CCNc1nc(NCc2ccccc2)nc(SCC(N)=O)n1	6.7	-18.0%	4.1%	-8.3%	13.2%	-1.2%	13.5
26	CN(C)C(=O)N1CCN(c2nc(-c3ccccc3)cs2)CC1	34.6*	17.4%	-16.9%	1.8%	10.6%	-8.8%	52.1*
27	O=C(Nc1cccc(-c2cn3cccnc3n2)c1)c1cccs1	8.4	?	8.7%	1.6%	-10.9%[11.6 µM]	0.6%	-3.1
28	COc1ccc(-c2csc(NC(=O)c3ccccc3NS(=O)(=O)c3ccc(F)c(F)c3)n2)cc1	-2.5	?	3.9%	1.85µM*	-26.6%	4.1%	1.5
29	CCN1CCN(C(c2cccs2)C(C)NC(=S)Nc2cccc(C)c2C)CC1 (centres undefined)	2.2	?	-3.1%	47.2%[activator]	-6.4%	-3.1%	-3.6
30	C=CCOc1nc2c(c(=O)n(Cc3ccc(Cl)cc3)c(=O)n2C)n1C	-4.4	-8.8%	-5.4%	?	-10.4%	-1.2%	-20.8

Single entries from above:
O=C(Nc1cccc(-c2cn3cccnc3n2)c1)c1cccs1 – Pf growth 48h = 1.6%
COc1ccc(C(C(=O)NC2CCCC2)N(C(=O)c2snc(-c3ccc(F)cc3)c2N)c2cccc(F)c2)cc1 (centres undefined) – Tb PYK inh = 0.3%
C=CCOc1nc2c(c(=O)n(Cc3ccc(Cl)cc3)c(=O)n2C)n1C – Shiga toxin inh = -20.8
CC(=O)OCC(=O)[C@@]12OC3(CCCC3)O[C@@H]1C[C@H]1[C@@H]3CCC4=CC(=O)C=C[C@]4(C)[C@@]3(F)[C@@H](O)C[C@@]12C – Tb PYK inh = -4.7%

Going on with the list:
#	mol	Cycloheximide cs	Pf growth 96h	Tb PYK inh	Pf growth 48h	AMA1 RON2 block	LmPK inh	Shiga toxin inh
31	Cc1ccc(-c2nc(CN(Cc3c(C)nn(C)c3C)C(C)C)c(C)o2)o1	0.7	?	-5.4%	-14.8%	-8.1%	0.3%	-4.9
32	CCOc1ccc(C2SCC(=O)Nc3c2c(C)nn3C2CCOC(C)(C)C2)cc1 (centres undefined)	-4.3	?	14.5%	.	4.5%	3.9%	-5.9
33	N#Cc1ccsc1NC(=O)C1CCN(S(=O)(=O)c2cccs2)CC1	.	18.9%	3.8%	-27.0%	-6.2%	.	.
34	CC(Oc1ccc(Br)cc1)C(=O)Nc1ccc(S(=O)(=O)Nc2nccs2)cc1 (centres undefined)	0.9	-19.0%	-3.1%	34.6%[activator]	-9.2%	0.3%	-4.5
35	CN1CCc2cc(Cl)c(O)cc2[C@@H](c2ccccc2)C1	-1.2	.	-8.6%	.	0.0%	-3.6%	-3.8
36	CC(=O)c1c(N2CCN(C)CC2)[nH]c(-c2ccccc2)nc1=S	-2.9	115.6%[activator]	-20.0%	1.65µM*	-7.0%	-4.4%	-15.2
37	CN1CCN(CC#CCC(O)(c2ccccc2)C2CCCC2)CC1 (centres undefined)	-3.1	85.5%[activator]	-9.0%	-6.0%	-18.7%	-4.6%	6.4
38	Cc1ccccc1CN1CCNC(=O)C1CC(=O)NCCN1CCCCC1=O (centres undefined)	0.5	-27.2%	-4.5%	3.7%	10.2%	-16.2%	-5.5
39	Cc1ccc(Sc2ccc([N+](=O)[O-])cc2[N+](=O)[O-])nc1	-2.1	?	1.0%	?	?	2.3%	21.8
40	COc1ccc(Cc2nnc(SC(C)C(=O)Nc3ccc(F)cc3Cl)o2)cc1 (centres undefined)	.	?	-3.2%	0.8%	7.8%	.	.
41	O=C(c1cccc(C(F)(F)F)c1)C1CCCN(Cc2ccc(OCCO)cc2)C1 (centres undefined)	-1.9	-0.7%	-5.7%	?	17.5%	-4.0%	-27.3
42	CCCCCCNS(=O)(=O)c1ccc(OC)c(OC)c1	-5.2	-26.5%	-10.7%	-9.8%	0.0%	3.7%	-11.9
43	O=C(N/N=C(\Cc1ncc[nH]1)c1ccccc1)c1cccnc1	-1.3	?	1.0%	9.28µM*	-9.7%	-6.9%	8.7
44	CCOc1ccc(C(=O)N2CCC(C(=O)c3ccc4c(c3)OCCO4)CC2)cc1	0.4	68.6%[activator]	1.8%	-15.6%	-11.6%	-5.7%	-12.3
45	Cn1c(=O)c2sccc2n2c(CCCC(=O)NCc3ccco3)nnc12	-4.6	?	-9.9%	1.5%	?	0.8%	-14.3

Reprinted from the part before: two entries, followed by the next part.
#	mol	Cycloheximide cs	Pf growth 96h	Tb PYK inh	Pf growth 48h	AMA1 RON2 block	LmPK inh	Shiga toxin inh
44	CCOc1ccc(C(=O)N2CCC(C(=O)c3ccc4c(c3)OCCO4)CC2)cc1	0.4	68.6%[activator]	1.8%	-15.6%	-11.6%	-5.7%	-12.3
45	Cn1c(=O)c2sccc2n2c(CCCC(=O)NCc3ccco3)nnc12	-4.6	?	-9.9%	1.5%	?	0.8%	-14.3
46	COc1cccc(OCC(O)CN2C(C)CCCC2C)c1 (centres undefined)	-3.3	-4.6%	-1.3%	20.2%	0.0%	-0.1%	-16.7
47	COc1ccc(CCNC(=O)C/C(C)=N/NC(=O)C(c2ccccc2)c2ccccc2)cc1OC	2.3	?	0.9%	-3.3%	46.2%[activator]	1.8%	-16.0
48	Cc1cc(=O)[nH]c(N2CCN(C(=O)c3ccco3)CC2)n1	1.7	31.1%[activator]	6.4%	-7.2%	0.9%	-1.3%	-15.4
49	COc1cc2c(cc1OC)C(c1cc3cc(OC)c(OC)cc3[nH]c1=O)N(C(=O)C1CC1)CC2 (centres undefined)	-2.6	5.9%	0.2%	.	0.9%	2.7%	26.7
50	COc1cc(/C=N/NC(=O)C(C)Nc2n[nH]c(=O)[nH]c2=O)ccc1O (centres undefined)	-2.6	34.5%[activator]	0.5%	3.9%	18.9%	0.0%	3.2
51	CC1C(=O)N2CCCc3cc(S(=O)(=O)N(C)c4ccccc4)cc1c32 (centres undefined)	-3.3	-2.3%	0.7%	?	27.1%	12.0%	-5.6
52	O=C(Nc1nnc(-c2ccccn2)o1)c1ccc(Br)cc1	14.4	?	7.8%	5.5%	31.3%[activator][11.6 µM]	-11.1%	40.6
53	O=C(NCC1CCCO1)c1ccc(CS(=O)(=O)c2c(Cl)cccc2Cl)o1 (centres undefined)	-6.3	48.8%	-3.6%	.	-4.3%	-2.2%	-10.3
54	CCOc1ccc(C(=O)C(CCC(CN(C)C)C(=O)c2ccc(OCC)cc2)CN(C)C)cc1 (centres undefined)	-9.5	?	-0.1%	?	-0.6%	3.9%	-16.4
55	COc1cccc(CNC(=O)C2CC(=O)N(c3ccc4c(c3)OCCO4)C2)c1 (centres undefined)	.	-10.7%	3.7%	11.7%	-6.3%	.	.
56	O=C(CSc1n[nH]c(-c2cccs2)n1)NC1CCS(=O)(=O)C1 (centres undefined)	8.2	33.7%[activator]	-5.5%	15.6%	14.5%	1.0%	-5.6
